Bioassay records (PubChem)
B2AR arrestin ag – agonists recruiting beta-arrestin to human beta2-adrenergic receptor; HTLA Tango cells, beta-arrestin recruitment, luciferase luminescence, 18 h; P07550; 44,000 tested, under 10 active; Potency, µM (titrated, usually from 46.1 µM), for inactives: top-dose activation, actives largely listed as activators;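 note: potency is the fitted concentration of half-maximal effect; 0% = DMSO and full agonism = EC100 isoproterenol or metaproterenol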
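First, Tango cells carrying beta2-AR and beta-arrestin fusions received compound up to 46 microM. After 18 hr at 37 degrees C, luciferase substrate was added for 15 minutes, then luminescence gave %Activity for curve fitting.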
FH mod – Identification of activators of human fumarate hydratase by quantitative high-throughput screening | FH coupled MDH/diaphorase resazurin fluorescence, 15 min | AID 1347055, 2019 | 54,000 tested, 0.22% active | Fumarate hydratase, mitochondrial (Homo sapiens), P07954 | Potency, µM (titrated, usually from 79.9 µM), for inactives: at the highest dose activity change, negative = inhibition, most hits filed as inhibitors; note: potency is the fitted concentration of half-maximal effect; % is set by controls: 0 for no effect and ±100 for the full control effect; the screen sought activators but most active calls are inhibition curves; nearly all actives have a fitted effect of over 45% in size
Target sequence (P07954 whole entry, looked up): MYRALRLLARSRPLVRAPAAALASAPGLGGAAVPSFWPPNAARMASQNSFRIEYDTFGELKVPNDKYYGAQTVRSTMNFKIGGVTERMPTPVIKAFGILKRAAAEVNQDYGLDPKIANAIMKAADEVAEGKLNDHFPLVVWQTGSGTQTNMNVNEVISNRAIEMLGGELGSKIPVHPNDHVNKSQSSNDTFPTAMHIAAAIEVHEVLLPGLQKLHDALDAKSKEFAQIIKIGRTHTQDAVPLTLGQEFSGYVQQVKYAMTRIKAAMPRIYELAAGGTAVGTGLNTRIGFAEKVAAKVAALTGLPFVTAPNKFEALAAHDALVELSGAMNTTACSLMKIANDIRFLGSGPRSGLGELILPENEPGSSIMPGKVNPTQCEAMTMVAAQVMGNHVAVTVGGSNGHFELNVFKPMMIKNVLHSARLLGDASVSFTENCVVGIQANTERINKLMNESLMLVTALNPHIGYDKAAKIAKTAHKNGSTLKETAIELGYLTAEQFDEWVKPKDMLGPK
GALK inhibitor – inhibits human galactokinase | P51570 | recombinant GALK, Kinase-Glo ATP luminescence, 1 h | Potency, µM (top dose mostly 57.5 µM), for inactives: at the top dose activity, negative = inhibition, hits mostly inhibitors | 44,000 tested, under 10 active | AID 1347072;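 note: plate controls were full GALK reaction for no effect and reaction lacking GALK for full effect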
Target sequence (P51570 whole entry, looked up): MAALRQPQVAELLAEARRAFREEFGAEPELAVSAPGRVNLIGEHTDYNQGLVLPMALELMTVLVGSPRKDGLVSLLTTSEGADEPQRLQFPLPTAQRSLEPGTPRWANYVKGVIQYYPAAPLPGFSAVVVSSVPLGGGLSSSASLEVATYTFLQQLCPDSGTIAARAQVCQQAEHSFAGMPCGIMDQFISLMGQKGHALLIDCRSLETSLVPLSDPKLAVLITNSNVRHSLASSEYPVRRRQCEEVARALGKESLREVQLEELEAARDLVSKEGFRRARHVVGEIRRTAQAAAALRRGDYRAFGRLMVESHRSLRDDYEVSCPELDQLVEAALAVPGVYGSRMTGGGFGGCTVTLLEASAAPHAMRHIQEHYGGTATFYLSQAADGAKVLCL
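5 nM GALK with 35 µM ATP and 100 µM galactose in HEPES pH 8.0, MgCl2, NaCl, DTT, BSA; 1 h RT reaction, remaining ATP detected by Kinase-Glo Plus luminescence after 10 min; qHTS concentration series.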
p53null 32C kill – p53 null cell cytotoxicity, permissive temperature. AID 903. H1299-neo p53 null cells, ATP luminescence, 24 h, 32C. 55,000 tested, 0.62% active. Potency, µM (titrated, usually from 46.1 µM), inactives show top-dose activity change, negative = cytotoxicity, most hits filed as cytotoxic;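 note: potency is the fitted concentration of half-maximal effect; 0% = DMSO only and -100% = full killing by 100 µM tamoxifen; nearly all actives have a fitted effect of over 55% in size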
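Cells lacking p53 (H1299-neo) are plated at 600 per well and allowed to settle overnight at 37C. Test compounds (up to 46 uM) are added and held 24 hours at 32C, then ATP is quantified by luminescence.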
p53null 39C kill – p53 null cell cytotoxicity, nonpermissive temperature; H1299 p53-null (neo) cells, 39C, ATPlite viability, 24 h; Potency, µM (highest dose often 46.1 µM), for the others: at the highest dose activity, negative = cell killing, most hits filed as cytotoxic; 55,000 tested, 0.97% active; AID 904;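 note: potency is the fitted concentration of half-maximal effect; 0% = DMSO only and -100% = full killing by 100 µM tamoxifen; nearly all actives have a fitted effect of over 50% in size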
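ATP-luminescence viability readout (ATPlite, 20 min RT) after 24 hr compound treatment at 39C of H1299-neo or H1299-p53A138V cells; titration up to 46 uM; normalized to DMSO and 100 uM tamoxifen; Hill-fit AC50.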
NTMT1 inh – blocks human N-terminal methyltransferase 1 activity; 59,000 tested, 2.5% active; Potency, µM (doses to about 114 µM), inactives show at the highest dose activity change, negative = inhibition, usual class: inhibitors; Q9BV86; NTMT1 MTase-Glo SAH luminescence, purified enzyme;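 note: potency is the fitted concentration of half-maximal effect; plate controls were DMSO vehicle for no effect and no enzyme for full effect; nearly all actives have a fitted effect of over 65% in size; many of its hits are not listed in these tables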
Target sequence (Q9BV86 whole entry, looked up): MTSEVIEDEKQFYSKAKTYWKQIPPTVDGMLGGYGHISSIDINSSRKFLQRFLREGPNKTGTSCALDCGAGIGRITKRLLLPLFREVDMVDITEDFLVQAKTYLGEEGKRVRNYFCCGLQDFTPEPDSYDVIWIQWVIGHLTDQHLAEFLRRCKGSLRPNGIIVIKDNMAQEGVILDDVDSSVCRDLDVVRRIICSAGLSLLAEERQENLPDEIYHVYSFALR
TSG101-PTAP inh – inhibitors of HIV-1 PTAP binding to human TSG101, validation. AID 1347069. Fluorescence polarization, FITC-PTAP peptide/Tsg101, 20 min. Potency, µM (titrated, usually from 115 µM), inactives show at the highest dose activity change, negative = inhibition, usual class: inhibitors. 44,000 tested, under 10 active; note: potency is the fitted concentration of half-maximal effect; 0% is about no effect
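Read-out is FITC fluorescence polarization. Compounds were added to Tsg101 binding domain (10 uM final), then FITC-PTAP peptide (50 nM final), 20 min at r.t. Total S+P intensity flags fluorescent compounds.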
Starred values were filed as active, the others as inactive; ? = inconclusive; . = not tested or not shown; [ ] = remark or other dose. Calls come from the whole dose curve; as a rule, active = well fitted curve in the direction sought with a large enough effect; inconclusive = small, poorly fitted or top-dose-only effect, or another doubt; inactive = no such curve, though single readings can be large; an effect the other way counts as inactive or inconclusive.

A first look:
SMILES	B2AR arrestin ag	FH mod	GALK inhibitor	p53null 32C kill	p53null 39C kill	NTMT1 inh	TSG101-PTAP inh
CCOC(=O)c1ccccc1NC(=O)COC(=O)CC(C)(C)CC1=NS(=O)(=O)c2ccccc2N1	0%	-34%	-2%	19%	-5%	-18%	-3%
Cc1ccccc1OCC(=O)OCc1cc(=O)n2nc(-c3cccs3)sc2n1	1%	3%	1%	5%	8%	8%	1%
O=C(NCc1ccccc1Cl)c1cc2c(s1)-c1ccc(Cl)cc1SC2	-3%	-19%	-12%	5%	-19%	-15%	-1%
Cc1ccc2nc(N3CCN(C(=O)C4COc5ccccc5O4)CC3)sc2c1 (centres undefined)	-1%	-26%	-1%	-8%	5%	0%	-7%
COc1ccc(NC(=O)CN(C)S(=O)(=O)c2ccc3[nH]c4c(c3c2)CCCC4)cc1OC	2%	-19%	-7%	28%	16%	-27%	-13%
CCc1ccc(NC(=O)CSc2nnc(CC)c(CC)n2)cc1	0%	2%	2%	-5%	-25%	13%	-4%
CCOC(=O)c1oc2ccc(S(=O)(=O)n3nc(-c4cc(OCC)c(OCC)c(OCC)c4)cc3N)cc2c1C	-2%	-28%	10%	1%	25%	17%	-3%
O=C1CCSC2(C(=O)N(Cc3ccc(F)cc3)c3ccccc32)N1c1ccc(F)c(F)c1 (centres undefined)	0%	-15%	1%	23%	-4%	-19%	-5%
Cc1ccc(CN(C(=O)COc2ccccc2[N+](=O)[O-])c2ccccn2)o1	0%	-5%	6%	-9%	-13%	10%	-2%
O=C(NCCc1ccccc1)c1ccc(Cn2c(=O)c3cccn3c3cccnc32)cc1	1%	10%	-1%	-1%	-6%	?	0%
CCN1CCN(C(c2ccc(F)cc2)c2c(O)cc(C)n(CCOC)c2=O)CC1 (centres undefined)	-1%	13%	0%	-11%	-18%	-11%	-1%

The whole of this part, from the start:
SMILES	B2AR arrestin ag	FH mod	GALK inhibitor	p53null 32C kill	p53null 39C kill	NTMT1 inh	TSG101-PTAP inh
CCOC(=O)c1ccccc1NC(=O)COC(=O)CC(C)(C)CC1=NS(=O)(=O)c2ccccc2N1	0%	-34%	-2%	19%	-5%	-18%	-3%
Cc1ccccc1OCC(=O)OCc1cc(=O)n2nc(-c3cccs3)sc2n1	1%	3%	1%	5%	8%	8%	1%
O=C(NCc1ccccc1Cl)c1cc2c(s1)-c1ccc(Cl)cc1SC2	-3%	-19%	-12%	5%	-19%	-15%	-1%
Cc1ccc2nc(N3CCN(C(=O)C4COc5ccccc5O4)CC3)sc2c1 (centres undefined)	-1%	-26%	-1%	-8%	5%	0%	-7%
COc1ccc(NC(=O)CN(C)S(=O)(=O)c2ccc3[nH]c4c(c3c2)CCCC4)cc1OC	2%	-19%	-7%	28%	16%	-27%	-13%
CCc1ccc(NC(=O)CSc2nnc(CC)c(CC)n2)cc1	0%	2%	2%	-5%	-25%	13%	-4%
CCOC(=O)c1oc2ccc(S(=O)(=O)n3nc(-c4cc(OCC)c(OCC)c(OCC)c4)cc3N)cc2c1C	-2%	-28%	10%	1%	25%	17%	-3%
O=C1CCSC2(C(=O)N(Cc3ccc(F)cc3)c3ccccc32)N1c1ccc(F)c(F)c1 (centres undefined)	0%	-15%	1%	23%	-4%	-19%	-5%
Cc1ccc(CN(C(=O)COc2ccccc2[N+](=O)[O-])c2ccccn2)o1	0%	-5%	6%	-9%	-13%	10%	-2%
O=C(NCCc1ccccc1)c1ccc(Cn2c(=O)c3cccn3c3cccnc32)cc1	1%	10%	-1%	-1%	-6%	?	0%
CCN1CCN(C(c2ccc(F)cc2)c2c(O)cc(C)n(CCOC)c2=O)CC1 (centres undefined)	-1%	13%	0%	-11%	-18%	-11%	-1%
Cc1cn2c(=O)cc(COc3cccc(NC(=O)c4ccccc4C)c3)nc2s1	1%	1%	0%	-16%	-17%	2%	-2%
CCOC(=O)C1CCN(C(c2ccccc2)c2c(O)cc(C)n(Cc3ccco3)c2=O)CC1 (centres undefined)	-1%	-17%	-1%	5%	-14%	-4%	-2%
O=C(Cn1nc(-c2ccc(Cl)cc2)c2ccccc2c1=O)Nc1cccc(Br)c1	1%	-11%	-2%	4%	8%	-9%	-1%
COc1cc(C(=O)NCC(c2ccc(Cl)cc2)N2CCOCC2)cc(OC)c1OC (centres undefined)	-3%	0%	-2%	-7%	?	-10%	-2%
CCCCc1nc2ccccc2n2c(-c3ccc(C)cc3)c3c(=O)n(C)c(=O)n(C)c3c12	0%	-3%	3%	-6%	9%	8%	-6%
O=C(Nc1ccc(F)cc1F)c1ccc2c(=O)n3c(nc2c1)CCCCC3	0%	5%	0%	-8%	-8%	?	-3%
CCOC(=O)c1c(S(=O)(=O)N2CCN(c3cccc(C(F)(F)F)c3)CC2)c(C)n(C)c1C	2%	-7%	0%	-5%	-21%	-28%	2%
CN(C(=O)CCc1nc(-c2ccccc2F)no1)c1ccc(Cl)cc1	1%	-6%	-8%	-4%	-13%	11%	-6%
CCOc1ccccc1C1CC(=O)Oc2c1c(=O)n(C)c1ccccc21 (centres undefined)	0%	14%	9%	4%	-9%	10%	-3%
CCc1ccccc1NC(=O)c1nc(-c2ccncc2)no1	0%	6%	0%	4%	-9%	-2%	0%
CC(=O)Nc1ccccc1-c1nc2ccccc2n(CC(=O)c2ccc(Br)cc2)c1=O	0%	4%	2%	12%	19%	-3%	1%
O=C(Cn1cc(C(=O)C2CCCCC2)c2ccccc21)Nc1ccccc1Cl	0%	-20%	7%	-9%	-22%	-2%	2%
COc1ccc(C)cc1NC(=O)CC1NCCNC1=O (centres undefined)	1%	10%	2%	.	.	-25%	3%
CCOc1ccccc1NC(=O)Nc1ccccc1OCc1cc(=O)n2ccccc2n1	0%	-8%	2%	-15%	-8%	?	0%
Further structures.
SMILES	B2AR arrestin ag	FH mod	GALK inhibitor	p53null 32C kill	p53null 39C kill	NTMT1 inh	TSG101-PTAP inh
Cc1ccc(C(=O)c2sc(Nc3ccc(F)cc3)c(C#N)c2N)cc1	1%	-12%	8%	-17%	-13%	-4%	-7%
COC(=O)c1c(-c2ccc(Cl)cc2)noc1N1CCN(c2cccc(C(F)(F)F)c2)CC1	-1%	-10%	1%	-18%	15%	4%	0%
Cc1ccc2c(CC(=O)Nc3ccc(S(=O)(=O)N4CCC(C)CC4)cc3)coc2c1	0%	?	3%	3%	9%	7%	-1%
CCc1cc2c(cc3c(=O)n(CC(=O)N4CCCCC4)nc(CC)n32)s1	0%	-7%	-3%	9%	4%	3%	-2%
Cn1c(=O)n(C)c2cc(N3CCOCC3)c(NC(=O)c3ccc(C(C)(C)C)cc3)cc21	1%	.	3%	-3%	-13%	.	-1%
COc1ccccc1NC(=O)C1=C(C)Nc2ncnn2C1c1sccc1C (centres undefined)	0%	7%	0%	4%	-20%	-2%	0%
COc1ccc(CNC(=O)CCS(=O)(=O)c2ccc3c(c2)oc(=O)n3C)cc1	1%	-19%	-4%	-2%	13%	16%	-1%
Cc1ccccc1CNC(=O)C(=O)NCC(c1ccco1)S(=O)(=O)c1cccs1 (centres undefined)	-3%	3%	-1%	2%	19%	-4%	-2%
COc1ccc(CNC(=O)CSc2ncc3c(n2)-c2ccc(Cl)cc2N(Cc2ccccc2)S3(=O)=O)cc1	0%	-8%	1%	-1%	?	3%	8%
COc1ccc(NC(=O)NCC2CCN(Cc3ccccc3F)CC2)c(OC)c1	0%	2%	-6%	6%	-10%	0%	1%
Cc1cccc(-c2nnc(SCC(=O)NC3CCCCC3)o2)c1	-1%	4%	3%	0%	-15%	8%	-2%
Cc1ccc(NC(=O)c2cc(-c3ccc(Br)s3)nc3ccccc23)cc1F	0%	-3%	-5%	-12%	-21%	6%	0%
CCOc1ccc(CNC(=O)c2cc(=O)[nH]c3ccc(S(=O)(=O)N4CCCC4)cc23)cc1	-1%	-4%	0%	-1%	16%	-4%	-1%
CCOCCCNC(=O)Cn1ncc2c([nH]c3ccccc32)c1=O	-1%	4%	2%	-2%	-18%	4%	-4%
Cc1nn(CCC(=O)N2CCN(c3ccccc3F)CC2)c(C)c1S(=O)(=O)N1CCCC1	0%	4%	-1%	-7%	-2%	6%	1%
Cc1cc(N2CCN(c3ccccc3F)CC2)n2cnnc2n1	-1%	-11%	1%	-5%	-16%	-1%	-11%
CC(=O)c1cccc(NC(=O)c2nc3ccccc3n(C)c2=O)c1	0%	-2%	6%	2.8µM*	2.5µM*	25µM*	0%
COc1ccccc1OCC(=O)N1CCC(c2nc3ccccc3o2)CC1	-3%	9%	-5%	1%	-17%	-2%	-4%
Cc1ccc(C)c(OCc2nc3ccccc3n2C)c1	0%	-8%	-12%	-4%	-28%	3%	3%
C=Cc1ccc(CN2C(=O)N(c3ccc(C)c(C)c3)S(=O)(=O)c3ccccc32)cc1	-2%	-4%	2%	-1%	0%	8%	2%
COc1ccc(CNC(=O)c2ccc3[nH]c(C)c(C)c3c2)c(OC)c1	0%	-8%	1%	-5%	-12%	?	-5%
Cc1ccc(Cn2c(CNS(=O)(=O)c3ccc(F)c(Cl)c3)nc3cccnc32)cc1	0%	1%	0%	1%	-2%	14%	2%
CCOC(=O)c1c(C)oc2ccc(N(C(C)=O)S(=O)(=O)c3c(C)cc(C)cc3C)cc12	0%	-19%	1%	-2%	10%	4%	1%
Cc1ccc(Cl)cc1NC(=O)c1cc2c(=O)n3cccc(C)c3nc2n1C	-1%	-5%	-11%	1%	-24%	2%	0%
O=C(CCCn1c(=O)c2ccccc2n(CC(=O)Nc2cccc(C(F)(F)F)c2)c1=O)NCc1ccc2c(c1)OCO2	0%	1%	1%	6%	20%	0%	-2%
Other structures:
SMILES	B2AR arrestin ag	FH mod	GALK inhibitor	p53null 32C kill	p53null 39C kill	NTMT1 inh	TSG101-PTAP inh
CC1CCN(c2nn3c(=O)c(C(=O)NCCc4ccc(Cl)cc4)cnc3s2)CC1	0%	.	2%	-7%	-23%	.	3%
COc1ccc(NC(=O)c2oc3ccccc3c2NC(=O)COc2ccc(F)cc2)c(OC)c1	1%	-4%	-9%	-9%	-4%	7%	1%
CCOc1ccc(CNC(=O)C2CCCN(S(=O)(=O)c3ccc4c(c3)CCCC(=O)N4)C2)cc1 (centres undefined)	1%	-29%	4%	-2%	-8%	9%	-1%
COc1ccc(Cl)cc1NC(=O)C(C)n1c(=O)cc(C(F)(F)F)c2c(C)nn(C)c21 (centres undefined)	0%	?	-1%	1%	16%	2%	0%
O=c1ccc2cc(S(=O)(=O)N3CCCC3)ccc2[nH]1	1%	5%	2%	1%	22%	2%	-2%
CCOc1cc(-c2nc(-c3ccc(-c4ccccc4)nc3OCC)no2)cc(OCC)c1OCC	1%	-34%	0%	-1%	-18%	35%[activator]	0%

2 compounds from above with just p53null 39C kill, TSG101-PTAP inh and FH mod:
SMILES	p53null 39C kill	TSG101-PTAP inh	FH mod
COc1ccc(Cl)cc1NC(=O)C(C)n1c(=O)cc(C(F)(F)F)c2c(C)nn(C)c21 (centres undefined)	16%	0%	?
O=c1ccc2cc(S(=O)(=O)N3CCCC3)ccc2[nH]1	22%	-2%	5%

These rows are one share of the data (hit frequency here may not be typical).
